Screening data from PubChem BioAssay.
HTT aggregate: mutant huntingtin aggregation inhibition | PC12 HttQ103-GFP aggregates, Acumen cytometry, 40 h | hit rate 1.1% among 220,000 | AID 1688 | Potency, µM (doses to about 46.1 µM), for inactives: at the highest dose activity change, negative = inhibition, hits mostly inhibitors; also: % is scaled to controls: 0 for no effect and ±100 for the full control effect; nearly all actives have a fitted effect of over 60% in size
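Ecdysone-promoter PC12 model expressing HTT exon 1 Q103 fused to GFP, induced by tebufenozide at 100 nM final. Compounds titrated; aggregates sized 1–25 µm scored on a 488 nm laser cytometer.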
RGS12 GoLoco inh: inhibitors of human Gai1-RGS12 GoLoco interaction (red fluorophore); Gai1:RGS12 GoLoco peptide FP, rhodamine, 10 min; hit rate 0.44% among 230,000; AID 880; Potency, µM (doses to about 61.6 µM), for inactives: at the top dose activity, negative = inhibition, hits mostly inhibitors; P63096; active = well fitted inhibition curve with a large enough effect, not every such curve was filed as active; inactive = no such curve, though single readings can be large or run the other way; also: % is scaled to controls: 0 for no effect and ±100 for the full control effect; nearly all actives have a fitted effect of over 30% in size; many of its hits are not listed in these tables
Target sequence (P63096 whole entry, looked up): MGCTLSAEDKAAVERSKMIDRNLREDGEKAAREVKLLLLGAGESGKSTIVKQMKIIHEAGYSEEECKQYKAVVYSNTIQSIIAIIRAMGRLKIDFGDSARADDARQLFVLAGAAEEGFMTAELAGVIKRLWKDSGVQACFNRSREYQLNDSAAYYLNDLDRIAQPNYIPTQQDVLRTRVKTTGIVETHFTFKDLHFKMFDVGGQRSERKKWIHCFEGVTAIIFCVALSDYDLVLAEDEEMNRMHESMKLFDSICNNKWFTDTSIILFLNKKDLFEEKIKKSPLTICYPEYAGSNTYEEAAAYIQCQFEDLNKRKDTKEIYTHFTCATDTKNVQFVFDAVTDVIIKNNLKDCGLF
GAA glycogen: alters human alpha-glucosidase cleavage of glycogen; P10253; recombinant GAA, glycogen substrate, Amplex Red glucose oxidase fluorescence; Potency, µM (doses to about 76.4 µM), without a hit: at the highest dose activity change, negative = inhibition, actives largely listed as inhibitors; hit rate 0.38% among 300,000;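 also: 0% = full enzyme reaction and -100% = no-enzyme basal signal; the screen sought inhibitors and activators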
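Recombinant human enzyme (4 nM); glycogen substrate; 37 C, 40 min, pH 5.0. Readout: coupled glucose oxidase/Amplex Red fluorescence.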
aGlu spleen mod: inhibits or activates alpha-glucosidase in human spleen homogenate; human spleen homogenate, 4-MU-alpha-glucoside fluorescence; Potency, µM (doses to about 79.9 µM), for inactives: top-dose activity change, negative = inhibition, usual class: inhibitors; P10253; hit rate 0.006% among 240,000; AID 2112;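 also: 0% = enzyme with vehicle and -100% = no enzyme basal signal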
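Human spleen homogenate (1 ug) incubated with compounds and 1 mM 4-methylumbelliferyl-alpha-D-glucopyranoside in pH 5.0 citrate/phosphate buffer, 37 C, 40 min. Stopped at pH 10; 4-MU fluorescence (Ex 365/Em 440 nm); AC50 by Hill fit.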
GAA inh: alpha-glucosidase (human) inhibition | purified human GAA, 4-MU-alpha-glucoside fluorescence | AID 1466 | hit rate 0.005% among 200,000 | P10253 | Potency, µM (series often up to 76.9 µM), for inactives: at the highest dose activity change, negative = inhibition, actives largely listed as inhibitors;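 also: plate controls were uninhibited enzyme wells for no effect and no-enzyme background for full effect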
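qHTS format, compound range up to 77 uM. Human lysosomal enzyme at 4 nM, 400 uM 4-MU glucoside substrate, pH 5.0, 20 min room temperature; fluorescence after alkaline stop gives activity normalized to controls.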
HTT ATP protect: protects HTT-Q103 PC12 cells, measured by ATP; PC12 HTT-Q103 induced, cytoprotection, ATP luminescence, 40 h; Potency, µM (top dose mostly 56.4 µM), for the others: cytoprotection (ATP increase), actives largely listed as activators; hit rate 0.14% among 230,000; AID 1471;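 also: % of control where 0% means no effect; nearly all actives have a fitted effect of over 45% in size; toxic huntingtin expression switched on by the ecdysone agonist tebufenozide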
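Quantitative HTS on tebufenozide-induced (100 nM) PC12 cells expressing HTTQ103 exon 1–GFP; compounds tested as a concentration series; survival measured via cellular ATP.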
IMPase Li cell: IMPase inhibition in cells with lithium potentiation. CHO-M1 cells, IP1 TR-FRET (IP-One), carbachol + lithium. Potency, µM (doses to about 59.4 µM), without a hit: top-dose activity, negative = IMPase inhibition, hits mostly inhibitors. hit rate 0.35% among 210,000. AID 1457;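 also: IP1 builds up when IMPase is blocked and the TR-FRET signal falls; plate controls were basal vehicle for no effect and high inhibitor control for full effect; nearly all actives have a fitted effect of over 50% in size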
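CHO-M1, 2000 cells/well, 16–30 h culture; cpd + low Li+, 30 min 37C; lysis with d2-IP1/Eu-anti-IP1 Ab, 10 min RT; TR-FRET 665/620 ratio and 620 channel; AC50 via Hill.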
* hit, by the source's call; ? = inconclusive; · = not tested or not shown; & = joins results of further samples; [ ] = another dose, or the depositor's remark. Unless noted, calls follow the shape of the dose curve; as a rule, active = well fitted curve in the direction sought with a large enough effect; inconclusive = small, poorly fitted or top-dose-only effect, or another doubt; inactive = no such curve, though single readings can be large; an effect the other way counts as inactive or inconclusive. Potency is read from the fitted curve at half-maximal effect. Not all compounds are listed, so the mix of outcomes need not match the whole.

Every second line gives: HTT aggregate, RGS12 GoLoco inh, GAA glycogen, aGlu spleen mod, GAA inh, HTT ATP protect, IMPase Li cell
> CC(C)COC[C@H](CN(Cc1ccccc1)c1ccccc1)N1CCCC1
→ ·, 5%[21.6 µM], ·, -5%[29.1 µM], ·, 8%[17.1 µM], 15%
> CCN1CCN(c2ccc(NC(=O)c3cccnc3)cc2Cl)CC1
→ 7%, -1%, -4%, -7%, ?, 9%[10 µM], -4%[38.3 µM]
> Cc1cc(/C=C2\SC(N)=NC2=O)c(C)n1-c1ccccc1
→ -13%, -10%, 1%, 1%, -19%, -113%[inhibitor], 29%[38.3 µM]
> COc1ccc(CC(=O)Nc2ccc(C(=O)Nc3ccccc3C(=O)O)cc2)cc1OC
→ -5%, 8%, -1%, 6%, -6%, ?, -17%
> CC(C)CC(NC(=O)C1CCC(C)CC1)C(=O)N1CCN(c2ccccn2)CC1 (configuration not stated)
→ 14%, 6%, -8%, -17%, -2%[15.4 µM], -12%, 13%[38.3 µM]
> COc1cc(CNCCc2ccccc2)cc(Br)c1OCC(=O)Nc1ccccc1C
→ 38%, 3%, -3%, -7%, -8%, ·, 15%
> O=c1c(C(c2ccccc2)c2c(O)sc3ccccc3c2=O)c(O)sc2ccccc12
→ -18%, 9%, -11%, -5%, -8%[15.4 µM], -6%, 20%[38.3 µM]
> CC1CCC(NC(=O)C2CCC(CNS(=O)(=O)c3cccc4nsnc34)CC2)CC1 (configuration not stated)
→ -20%, -1%, -22%, 4%, 6%, -25%, -2%[38.3 µM]
> CCCCNC(=O)CNC(=S)N(Cc1ccccc1F)C1CCCCC1
→ -25%, -5%, -7%, -4%, -4%, -11%[10 µM], 6%
> O=C(Oc1cccc(NC(=O)c2ccco2)c1)c1ccc(Br)c(S(=O)(=O)N2CCCCC2)c1
→ 3%, -7%, -1%, -5%, -4%, -10%, 22%[38.3 µM]
> CCNC(=S)NS(=O)(=O)c1ccccc1
→ 1%, -15%, -3%, 2%, 1%, -2%, 22%[38.3 µM]
> O=C(c1cccs1)N1CCN=C1SCc1ccc(F)cc1
→ -10%[9.22 µM], 3%, -6%, -8%, ·, 9%[10 µM], ·
> CCCc1c(O)nc(SCC(=O)O)[nH]c1=O
→ 28%[9.22 µM], 15%, -2%, -3%, 6%, 8%[10 µM], -1%
> Cc1ccc(NC(=O)CN(C)CC(=O)Nc2ccc(N3CCOCC3)cc2)c([N+](=O)[O-])c1
→ 10%, -16%, 2%, -6%, 6%, -19%[10 µM], 1%
> COC(=O)c1c(C(=O)OC)c(-c2ccc(C)cc2)n2c1CS(=O)C2 (configuration not stated)
→ -5%[9.22 µM], -8%, 2%, -3%, -4%, -11%, -4%[38.3 µM]
> COc1ccc(CNC(=O)C2CCN(S(=O)(=O)c3ccc(-c4nn[nH]n4)cc3)CC2)cc1
→ -6%, 8%, -15%, -6%, ?, -2%, 20%[38.3 µM]
> CCCNCCC(c1ccco1)c1ccccc1OC (configuration not stated)
→ -2%, -2%, 20%, -14%, 10%, 2%, 24%[38.3 µM]
> Cc1ccc(NC(=O)c2cc(S(=O)(=O)N3CCC4(CC3)OCCO4)ccc2F)cc1
→ -16%, 5%, -7%, -5%, -5%, 28%[1.9 µM], 25%[38.3 µM]
> COc1ccc(-c2ccc(=O)n(CC(=O)Nc3cccc(O)c3)n2)cc1OC
→ 24%, -1%, -10%, 3%, -2%, -16%, -4%[38.3 µM]
> N#Cc1nc(Cc2cccc3ccccc23)oc1N1CCC(C(N)=O)CC1
→ -18%, 4%, -9%, -9%, -7%, -3%[0.074 µM], -10%[38.3 µM]
> CC(C)=C1SC(N2CCN(c3ccc(Cl)cc3)CC2)=NC1=O
→ -14%, 3%, 4%, -1%, 3%, -3%, -4%
> COc1ccc(CC(NC(C)=O)C(=O)NC2CCN(c3c(Cc4ccccc4)c(C)nc4ncnn34)CC2)cc1OC (configuration not stated)
→ -17%, 7%, -17%, 9%, -4%, ·, -3%
> CCCCNC(=O)NS(=O)(=O)c1ccc(NC(=O)C(NC(N)=O)C(C)CC)cc1 (configuration not stated)
→ -8%[9.22 µM], 0%, 0%, 3%, ·, 3%[10 µM], ·
> Cc1ccccc1N(CC(=O)NC1CCCC1)C(=O)c1csnn1
→ -8%[9.22 µM], -3%, 16%, -8%, 12%, -5%[10 µM], 3%
> Cc1ccc(C(=O)Nc2ccc3c(c2)OCCO3)o1
→ 3%, 7%, 18%, 3%, 0%, -139%[inhibitor], -10%[38.3 µM]
> CC(C)CC(C)NC(=O)c1ccc(C(F)(F)F)cc1 (configuration not stated)
→ 10%[9.22 µM], -1%, -3%, -4%, ·, 8%[10 µM], ·
> Cc1ccc(-c2ncc(Cl)cc2-c2ccc(S(C)(=O)=O)cc2)cn1
→ 2%, 0%, ·, ·, ·, -6%, ·
> COCCn1c(-c2ccc(C#N)cc2)nc2c1c(=O)[nH]c(=O)n2Cc1ccccc1
→ -5%, -1%, -1%, -20%, 1%, -10%, 1%
> CCSc1nnc(NC(=O)CSc2nc(C)cc(C)n2)s1
→ -4%, 5%, 7%, -2%, 4%, 2%, 17%[38.3 µM]
> CCCCNc1ccc(C(CC(N)=O)NC(=O)Cc2ccc(Br)cc2)cc1[N+](=O)[O-] (configuration not stated)
→ -30%[9.22 µM], 0%, 5%, 3%, ·, 28%[10 µM], ·

Entries of single compounds from above. Values in the order: HTT aggregate, RGS12 GoLoco inh, GAA glycogen, aGlu spleen mod, GAA inh, HTT ATP protect, IMPase Li cell
COc1cc(CNCCc2ccccc2)cc(Br)c1OCC(=O)Nc1ccccc1C reads 38%, 3%, -3%, -7%, -8%, ·, 15%
CCNC(=S)NS(=O)(=O)c1ccccc1 reads 1%, -15%, -3%, 2%, 1%, -2%, 22%[38.3 µM]
O=C(c1cccs1)N1CCN=C1SCc1ccc(F)cc1 reads -10%[9.22 µM], 3%, -6%, -8%, ·, 9%[10 µM], ·

Following part:
Every second line gives: HTT aggregate, RGS12 GoLoco inh, GAA glycogen, aGlu spleen mod, GAA inh, HTT ATP protect, IMPase Li cell
> Cc1cc(/C=N/Nc2nc(N)ncc2[N+](=O)[O-])c(C)n1-c1cccc(C(F)(F)F)c1
→ 7%[9.22 µM], 10%, 5%, -2%, ·, -3%[10 µM], ·
> CC1CC(C)CN(CCOCCSc2ccccc2)C1 (configuration not stated)
→ -12%, -17%, 0%, -1%, -9%, -17%[10 µM], 16%
> N=C1CCC[C@@H]1C(=S)SCCC(N)=O
→ ·, 4%[14.2 µM], ·, ·, ·, -17%[10 µM], -7%
> CCOC(=O)N/N=C1\CCS(=O)(=O)c2ccc(Cl)cc21
→ -17%[9.22 µM], 7%, 1%, 2%, 4%, -3%[10 µM], ·
> Cc1ccccc1-n1c(=O)cc(N2CCc3ccccc3C2)[nH]c1=O
→ -5%, 2%, 1%, -12%, 3%, -16%, 31%[activator][38.3 µM]
> O=C1c2ccccc2C(=O)N1CN(C(=O)COc1ccccc1)c1ccc(F)cc1
→ -8%, -11%, 0%, -2%, 0%, ·, -1%
> NS(=O)(=O)c1ccc(CNC(=O)/C=C/c2ccc(S(=O)(=O)N3CCOCC3)cc2)cc1
→ -4%[9.22 µM], 2%, -5%, -5%, ·, 2%[10 µM], ·
> COc1ccc(-n2c(SCC(=O)C(C)(C)C)nc3ccsc3c2=O)cc1
→ 11%, 0%, 4%, -5%, ?, -53%, 7%
> Cn1c(SCC(=O)c2ccc3c(c2)Cc2ccccc2-3)nnc1-c1ccccc1
→ 1%, -8%, 4%, -1%, 13%, -12%, -5%[38.3 µM]
> COC(=O)c1ccc(COc2ccccc2/C=C(\C#N)C(=O)Nc2c(C)cc(C)cc2C)cc1
→ ?, -4%, -6%, -13%, -5%, 0%[10 µM], 12%
> Cc1ccc(-c2csc(N(C)C(=O)c3c(C)nn(-c4ccccc4)c3Cl)n2)cc1
→ -11%, -8%, 5%, -2%, -16%, -17%[10 µM], 29%[38.3 µM]
> COCCN1C2=C(COC(C)(C)C2)C(=S)NC1c1ccccc1 (configuration not stated)
→ 24%[9.22 µM], 22%, 2%, -2%, ·, 13%[10 µM], ·
> O=C(Nc1ccc(NC(=O)c2ccco2)cc1)c1ccc2c(c1)OCCO2
→ 12%, 8%, -19%, -1%, 0%, -14%, 6%
> CCOC(=O)/C(C#N)=N/Nc1ccccc1C#N
→ -8%[9.22 µM], 10%, 2%, -2%, ·, 7%[10 µM], ·
> C[C@H]1COC2=C1C(=O)C(=O)c1c2ccc2c1CCCC2(C)C
→ 17%[9.22 µM], -8%, -7%, 9%&-24%, ·, -3%[10 µM], 4%
> O=c1/c(=C/c2ccc([N+](=O)[O-])cc2)sc2n1CCCN=2
→ -9%, 7%, -12%, 0%, -3%, -51%[inhibitor], 10%[38.3 µM]
> Cc1ccc(-n2c(Cc3cccn3C)nnc2SCC(=O)N2CCc3ccccc32)cc1
→ -2%, 10%, -1%, -3%, -1%, -25%, 6%[38.3 µM]
> Cc1cc(OCC(=O)N(C)C2CCCCC2)cc(C)c1Cl
→ -16%, 0%, 3%, -2%, 4%, -32%[inhibitor], 20%
> Cn1cccc1Cc1nnc(SCC(=O)Nc2cccc(Cl)c2)n1-c1ccc(F)cc1
→ -1%, 2%, -7%, -12%, -2%, -3%, 8%
> Cc1ccc(Sc2ccncc2S(N)(=O)=O)cc1
→ -21%, -5%, 3%, -22%, 4%, ·, -5%
> Cc1ccc(C)c(OCC(O)CN2CCC(CN3C(=O)c4cccc5cccc(c45)C3=O)CC2)c1 (configuration not stated)
→ ?, -2%, -2%, -9%, 5%, 3%[10 µM], 14%
> CCCCCn1c(=S)[nH]c2ncccc2c1=O
→ ?, -4%, 3%, -7%, -3%, -5%, -3%[38.3 µM]
> CCc1ccc(N(C(C)=O)c2nc(CCl)cs2)cc1
→ 3%, 14%, -8%, 4%, -2%, -6%, 7%
> CC(Oc1ccc(Cl)cc1)C(=O)NCCCn1ccnc1 (configuration not stated)
→ -2%, -2%, 11%, 8%, -9%, -7%, -3%[38.3 µM]
> COC(=O)c1c(NC(=O)CSc2n[nH]c(N)n2)sc(C)c1C
→ -4%, 0%, -3%, -3%, -6%, -11%[10 µM], -10%[38.3 µM]
> CN1CCN(C(=O)CN(CCc2ccccc2)S(C)(=O)=O)CC1
→ 0%, -1%, 8%, -4%, -4%, 13%, 53%[activator][38.3 µM]
> CSc1n[nH]c(NCc2ccccc2)n1
→ -6%, 2%, 5%, 1%, -10%, 2%, 18%[38.3 µM]
